Bioassay records as filed in PubChem BioAssay.
KDM5B inh – inhibitors of human KDM5B histone demethylase; 220,000 compounds, 2.6% hits; AID 1347165; KDM5B demethylase, FDH-coupled NADH fluorescence (FDH is formaldehyde dehydrogenase); Potency, µM (series often up to 57.7 µM), for inactives: top-dose activity change, negative = inhibition, hits mostly inhibitors; Q9UGL1; active = well fitted inhibition curve with a large enough effect; inconclusive = small, poorly fitted or top-dose-only effect; inactive = no such curve, though single readings can be large or run the other way; also: 0% is about no effect; nearly all actives have a fitted effect of over 70% in size
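Measured: NADH fluorescence change, 30 min, RT. System: KDM5BΔAP 200 nM final, H3K4me3 peptide, α-KG, Fe(II), ascorbate, NAD⁺ plus FDH, pH 7.5 HEPES. Compounds: titrated, 10 min pre-incubation with enzyme.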
The depositor's hits bear a star; i = inactive; ? = inconclusive; & = joins results of further samples; [ ] = dose if it differs, or a comment. Potency is read from the fitted curve at half-maximal effect.

Molecule | KDM5B inh
COc1cc(C(=O)N2CCN(c3cc(-c4cccs4)[nH]n3)CC2)cc(OC)c1OC | ?
Fc1ccc(-c2cc(CC3(NCc4ccc(OC(F)(F)F)cc4)COC3)no2)cc1 | -17.0%[86.2 µM]
CCc1nc(C)sc1C(=O)N1CCCC(c2[nH]ncc2-c2ccccc2)C1 (centres undefined) | -16.0%
O=C1CCNCCCCCCN1 | 48.2%[activator]
O=C1c2ccccc2NC(c2cccc(Br)c2)N1CCCN1CCOCC1 (centres undefined) | ?
Cc1nc(CN2C(=O)OC3(CCN(C(=O)c4scnc4C)CC3)C2(C)c2ccccc2)cs1 (centres undefined) | -11.6%
Cc1ccc(N(Cc2cccs2)C(=O)c2ccc(Br)o2)cc1 | ?
CCCOC(=O)C(C#N)c1nc2ccccc2nc1Cl (centres undefined) | 6.7%
Cn1ccc(Nc2nccc3c(=O)cc(-c4cn[nH]c4)oc23)n1 | -23.0%[86.2 µM]
COc1ccc(OC2CNC2)cc1 | -8.7%[230 µM]
COc1ccccc1CNC(=O)C1CCC(CNS(=O)(=O)c2ccc3c(c2)CCCC(=O)N3)CC1 (centres undefined) | 11.4%
COc1ccc(-c2nc3n(c2C)CCC3)cc1 | -7.8%
FC(F)(F)CN1C2CCC1CN(c1nccc(Nc3ccccc3Cl)n1)C2 | ?
CC(C)NC(=O)COC(=O)c1csc(NCc2ccccc2)n1 | 15.6%
CCc1ccc(CN2CCC(Oc3ccc4ccccc4c3)(C(=O)O)CC2)nc1 | -17.8%
Cc1ccc(CNC(=O)c2ccc3c(O)c(S(=O)(=O)c4ccccc4)c(=O)[nH]c3c2)cc1 | 14.8%
O=C(CCSCc1cnn(-c2ccccc2)c1-n1cccc1)NCc1ccccc1F | -13.6%
O=C(Cn1nc2c(cc1=O)CCCC2)NCc1cccc(F)c1 | 22.6%
COc1cccc(-c2nc3c(c(SCc4ccccc4Cl)n2)Cc2c(CO)cnc(C)c2O3)c1 | 20.8%
CC(=O)Oc1cccc2cc(-c3nc(-c4ccc(Cl)cc4)no3)c(=O)oc12 | -1.4%
CCOC(=O)Cn1c(=O)c2c3c(sc2n(CCCN(C)C)c1=O)CCC(C)C3 (centres undefined) | -3.5%
CCOC(=O)C1CCN(c2ncnc3c2nnn3C)CC1 | -27.5%
COc1ccc(CNC(=O)C(=O)NCC(c2cccs2)S(=O)(=O)c2ccc(F)cc2)cc1 (centres undefined) | 0.7%
CCOCCCn1c(=N)c(C(=O)NC2CCCC2)cc2c(=O)n3cccc(C)c3nc21 | i
CN(Cc1ccccc1)c1cnn(Cc2noc(C3CC3)n2)c(=O)c1 | 8.8%
Cc1ccc(NCc2cccn2-c2nnc(N3CCC(C(=O)NCc4ccc(F)cc4)CC3)s2)cc1 | ?
O=C1O[C@@H]2CN(Cc3cnc[nH]3)C[C@@H]2N1CCc1ccc(F)cc1 | -6.4%
CCOc1ccc(C(=O)N2CCC(Cc3nc(-c4ccc(OC)cc4)no3)CC2)cc1OCC | -15.6%
Cc1nc(-c2cccc(S(=O)(=O)N3CCC(C(=O)NCc4ccc5c(c4)OCO5)CC3)c2)no1 | 8.6%
CC(NC(=O)NCC1CCCC1)C(=O)NC(C)(C)C (centres undefined) | 31.1%[activator]
O=S(=O)(c1ccc(-c2csc(Nc3ccc(F)cc3)n2)cc1)N1CCOCC1 | ?
CCc1cccc(C)c1NS(=O)(=O)c1ccc2c(c1)NC(=O)C(C)C(=O)N2 (centres undefined) | 7.4%
CCNC(=O)N1CC2CC(C1)[C@H]1CCCC(=O)N1C2 (some centres undefined) | 23.2%
CC(=O)c1ccc(NS(=O)(=O)c2ccc(-n3cccn3)cc2)cc1 | ?
CC(C)Oc1cccc2c1c(NC(=O)c1cc(F)cc(C#N)c1)nn2C | -15.2%
Cc1cccc(Nc2nc(N)nc(CN3CCC4(CC3)OCCCC4O)n2)c1 (centres undefined) | 2.7%
Cc1cccc(C(=O)Nc2ccc3nc(SCC(=O)N4CCOCC4)sc3c2)c1 | -11.9%
CCn1nnc2cc(C(=O)Nc3ccc(Br)cc3F)ccc21 | -7.5%
COc1ccc(C(=O)N2CCN(C(=O)N3CC4CC(C3)[C@H]3CCCC(=O)N3C4)CC2)cn1 (some centres undefined) | -9.6%
O=C(Nc1ccc(S(=O)(=O)N2CCCCC2c2cccnc2)cc1)c1ccc(F)cc1 (centres undefined) | -6.1%
CSc1ccc(CNC(=O)c2cccc(-c3ccc(S(=O)(=O)N4CCCCC4)cc3)c2)cc1 | 23.5%
O=C1C=C(Nc2ccccc2C(=O)O)c2ccccc2C1=O | -60.0%
Cc1ccccc1-c1nc(S(=O)(=O)c2ccc3c(c2)OCCO3)c(NCCN2CCOCC2)o1 | -29.8%
Cc1ccccc1N1CCN(C(=O)c2cc(C3CC3)nn2-c2ccccc2)CC1 | -1.4%
COc1ccc(CN2CCC3(C2)C(=NC2CCCCC2)NC(=O)N3c2cccc(OC)c2)cc1 (centres undefined) | 25.7%[115 µM]
Cc1ccc(OCc2nc(C3CCCCN3C(=O)c3ccncc3)no2)cc1 (centres undefined) | -21.4%
NC(=O)[C@@H]1CN(Cc2ccccn2)C[C@H]1COc1ccccc1 | 15.2%
O=C(NN1C(=O)NC2(CCCCC2)C1=O)c1cccs1 | -6.0%
O=C(c1ccccc1F)N1CCC(c2nc(C3CCOCC3)no2)C1 (centres undefined) | -24.6%
CCOC(=O)C1(Cc2ccccc2F)CCCN(C(=O)c2ccc(-n3ccnc3)cc2)C1 (centres undefined) | 44.3%[activator]
CC1(C)SC[C@H](C(=O)Nc2cccc(Cl)c2)N1C=O | 3.3%
COc1ccc(C2C(C#N)=C(N)Oc3cc(C)n(Cc4ccc5c(c4)OCO5)c(=O)c32)cc1 (centres undefined) | -3.7%
COc1ccc(S(=O)(=O)N2CCOC[C@H](Oc3cccnc3)C2)cc1 | 9.5%[86.2 µM]
COc1ccc2[nH]cc(CCNC(=O)Nc3cc(C)cc(C)c3)c2c1 | ?
CC(C)(C)c1ccc(C(CC(=O)O)NC(=O)c2ccc(-c3ccccc3)cc2)cc1 (centres undefined) | -3.6%
Cc1ccc(NC(=O)c2ccccc2NCC(=O)N2CC(=O)Nc3ccccc32)cc1 | ?
CCOc1ccc(-c2cc(NC(=O)c3ccc(C)cc3)c(C(=O)OC)s2)cc1 | -9.0%
Cc1ccc(CN2C(=O)NC3(CCCN(C(=O)c4cccc(Cl)c4)C3)C2=O)cc1 (centres undefined) | 29.1%
CN1CCc2[nH]nc(C(=O)N3CCC4(CC3)c3nc[nH]c3CCN4C)c2C1 | -11.7%
COc1ccc(OC)c2sc(N(Cc3cccnc3)C(C)=O)nc12 | -6.5%

Rewritten with values ahead of the structure: part of the list above.
KDM5B inh | SMILES
44.3%[activator] | CCOC(=O)C1(Cc2ccccc2F)CCCN(C(=O)c2ccc(-n3ccnc3)cc2)C1 (centres undefined)
? | Cc1ccc(NC(=O)c2ccccc2NCC(=O)N2CC(=O)Nc3ccccc32)cc1

Other records.
Molecule | KDM5B inh
O=C1NC(C(=O)Nc2ccc3c(c2)OCCO3)Cn2cccc21 (centres undefined) | ?
COc1cc(CN(C(=O)COc2ccccc2)c2ccccn2)cc(OC)c1OC | 8.5%&-22.8%
Cc1cnccc1NCCn1ccnc1-c1cc2n(n1)CCCNC2 | -30.8%
Cc1noc([C@@H]2CN(Cc3ccc4c(c3)CCO4)C[C@H]2CO)n1 | 16.1%
O=C(O)[C@H]1C[C@@H](C(=O)NCc2ccccn2)CN(CC2CC2)C1 | 12.7%
CCOc1ccc(Cl)cc1CNCc1cccnc1 | 5.2%
O=C(Nc1nnc(S(=O)(=O)N2CCc3ccccc32)s1)c1ccccc1 | 10.7%
COc1ccc2oc(-c3ccccc3)c(C(=O)Nc3ccc(N(C)C(C)=O)cc3)c2c1 | ?
c1ccc(CCN2CCNc3cc(N4CCN(c5ccccn5)CC4)ncc3C2)cc1 | ?
COc1ccccc1OC1(C(=O)O)CCN(c2cc(C)nc(C)c2)CC1 | -9.8%
CC1=NS(=O)(=O)N(Cc2ccccc2)C=C1C(=O)OCc1noc(C2CCCCC2)n1 | -25.9%
COc1ccc(C(=O)N2CCC(c3n[nH]c(=O)n3Cc3ccc(F)cc3)CC2)cn1 | 17.7%
COc1ccc(NC(=O)CSc2nc3ccsc3c(=O)n2-c2ccccc2)cc1 | ?
CN1C(=O)C(CC(=O)NCC2CCN(Cc3ccc(F)cc3)CC2)=C2CCCCC21 (centres undefined) | -10.9%
CC(=O)c1ccc(Sc2ccccn2)c([N+](=O)[O-])c1 | 11.0%
CCOC(=O)c1c(S(=O)(=O)N2CCC(C(=O)Nc3ccc(C)cc3C)CC2)c(C)n(C)c1C | -0.1%
COc1ccc(C2C(C#N)=C(N)Oc3n[nH]c(C)c32)c(OCc2ccccc2Cl)c1 (centres undefined) | ?
CN(C)c1ccc(SSc2ccc(N(C)C)cc2)cc1 | -12.9%
Cc1noc(C)c1C(=O)N1C[C@@H](CO)[C@H](c2ccncc2)C1 | -2.9%
COc1ccccc1C(=O)OCc1cc(=O)n2nc(C(C)C)sc2n1 | -25.3%
Cc1ccc2c(c1)C(c1ccc(F)cc1)N(C(=O)c1ccc(OC(C)C)cc1)CC(=O)N2 (centres undefined) | ?
CCCC1c2nccn2CCCN1C(=O)CCc1c(C)nn(C)c1C (centres undefined) | 2.2%
CC(C)Cc1n[nH]c(=O)c2c1nnn2Cc1ccccc1F | 2.8%
CC(=O)NC1(C)CCCCC1 | -5.1%
C#CCNC1CCCCC1C(C)=O (centres undefined) | -11.3%
COc1cc(NC(=O)c2cc(C3CC3)nc3c2c(C)nn3-c2ccccc2)cc(OC)c1 | ?
O=C(CSc1nc2ccccc2nc1N1CCCC1)NC1CCCC1 | -13.1%
COC(=O)CSc1nnc(COc2cccc3ccc(C)nc23)n1C | ?
COc1ccccc1CNS(=O)(=O)c1ccc2c(c1)NC(=O)CC(=O)N2 | -29.6%
Cc1ccc(C)c(N2CCN(S(=O)(=O)c3cc(C(=O)Nc4ccc(Oc5ccccc5)cc4)ccc3F)CC2)c1 | -27.6%

Sorted by the number under KDM5B inh (falling): four from the list above
| Compound | KDM5B inh |
| --- | --- |
| CC(=O)c1ccc(Sc2ccccn2)c([N+](=O)[O-])c1 | 11.0% |
| O=C(CSc1nc2ccccc2nc1N1CCCC1)NC1CCCC1 | -13.1% |
| CC1=NS(=O)(=O)N(Cc2ccccc2)C=C1C(=O)OCc1noc(C2CCCCC2)n1 | -25.9% |
| COc1ccccc1CNS(=O)(=O)c1ccc2c(c1)NC(=O)CC(=O)N2 | -29.6% |

New compounds follow
Molecule | KDM5B inh
Cc1nn2c(=O)cc(COc3ccc(/C=C(\C#N)C(=O)Nc4ccccc4)cc3Cl)nc2s1 | -13.3%
O=C1CCC2(CCCO2)CCN1Cc1c(F)cccc1F (centres undefined) | 23.3%
O=C1c2c(nc(COc3ccc(F)cc3)n2Cc2ccccc2)NCCN1Cc1ccccc1 | -26.8%
COc1ccccc1-c1coc2cc(OCc3ccc(C)cc3)ccc2c1=O | 23.3%
COC(=O)NN1C(=O)C(c2ccccc2)=C(c2ccc(Cl)cc2)C1=O | -7.0%
CCc1noc(-c2ccn3c(CNC(=O)COc4ccc(F)cc4)nnc3c2)n1 | ?
CCCOc1ccc(NC(=O)C2(C)CC2(Cl)Cl)cc1OCCC (centres undefined) | -7.2%
Cc1cccc(Cn2c(=O)n(Cc3ccccc3)c(=O)c3sc4ccccc4c32)c1 | ?
COc1ccccc1CNC(=O)c1ccc(CN2CC(=O)N3CCCCC3C2=O)cc1 (centres undefined) | -19.1%
CCc1c(C)sc2c1CCN(C(=O)Nc1ccccc1C(F)(F)F)C2c1ccccc1 (centres undefined) | -19.9%
CCNC(=O)N[C@@H]1C=C[C@@H](c2c(C)nn(CCC#N)c2C)C1 | ?
CCOC(=O)c1sc(NC(=O)c2cccc(S(=O)(=O)N3CCOCC3)c2)cc1C | 1.7%
CCN(c1ccccc1)c1ncnc2c1cnn2-c1ccc(C)cc1C | ?
CCOC(=O)CN1CCN(C(=O)CCc2cc3ccc(C)cc3[nH]c2=O)CC1 | 25.1µM*
CC1CCCC(NC(=S)c2ccc(C(C)(C)C)cc2)C1C (centres undefined) | -0.9%
O=[N+]([O-])c1cc(S(=O)(=O)Nc2ccc(Cl)cc2)ccc1N/N=C/c1ccc(-c2ccccc2)cc1 | 13.7%
O=c1c2c(CO)c(-c3ccc(F)cc3)nn2ccn1Cc1ccc(F)cc1 | -14.2%
COc1ccc2[nH]c(C)c(C(=O)CN3CCCCC3C)c2c1 (centres undefined) | -25.2%
Cc1ccc2[nH]c(=O)c(CN(C(=O)c3cccc([N+](=O)[O-])c3)C(C)(C)C)cc2c1 | 6.4%
CCOc1ccccc1CN1CCC2(CC1)CN(C(C)=O)CC2COC (centres undefined) | -29.1%
CC(=O)Nc1ccc(CNC(=O)Cc2c(F)cccc2Cl)cc1 | 3.2%
CC1(C)C(=O)C2(CCCCC2)C(=O)OC1c1ccc(Br)cc1 (centres undefined) | -7.1%
Cn1nccc1-c1ccn[nH]1 | 26.9%
CCCc1cc(C(=O)N[C@H]2CCOC[C@H]2C2CCOCC2)cs1 | 18.0%
CCOCc1nnc(NS(=O)(=O)c2ccc(Cl)cc2)s1 | 18.0%
O=C(NCc1nc2ccccc2[nH]1)c1cc(-c2cccs2)nc2ccccc12 | i
CCOC(=O)CCNC(=O)N1CCOc2ccc(CN3CCc4ccccc4C3)cc2C1 | ?
CCC(C)NCc1ccc(C)s1 (centres undefined) | -13.5%
Cc1cccc(C)c1NC(=O)CN(C)C(=O)CNC(=O)c1ccc2c(c1)OCO2 | -13.7%
C/C(=N\N=C(/C)c1cccc(N)c1)c1cccc(N)c1 | 8.7%

A portion of the library; rates above refer to the full screens.
